Autophagy mod: modulators of autophagy; AID 463193; hit rate 0.98% among 190,000; MEF GFP-LC3 puncta imaging; test concentration mostly 10 µM; calls only at 10 µM (by protocol);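 active = percentage of spot-positive cells more than 3 SD above its plate mean, without a fluorescence outlier flag or 80% toxicity; inconclusive = no clear call, values can overlap the other calls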;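 also: spot-positive cell cutoff set from DMSO-treated cells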
MT stabilizer: microtubule stabilization, imaging screen; HeLa tubulin immunostaining HCS, 24 h; share of cells brighter than vehicle mean+2SD; % tubulin-high responders, % at 10 µM; hit rate 0.83% among 200,000; AID 2205;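 active = plate Z-score above 3 for both tubulin-high and condensed-nucleus cell shares, with cell loss under 80%, at 10 µM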;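 also: anti alpha tubulin signal scored within the nucleus-defined area of each cell; some results filed as inactive read as strong as hits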
Lipid droplet: hepatic lipid droplet formation modulation; AML12 mouse hepatocytes, oleate lipid droplets, BODIPY imaging; inhibition, % at 6.5 µM; hit rate 0.4% among 240,000; AID 1656;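 active = lipid droplet intensity inhibited by at least 50%, with more than 500 cells counted; inconclusive = wells with under 300 cells, treated as cytotoxic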
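Assay system: AML12 mouse liver cells | Compound dosing: One dose, 6.5 µM compound | Read-out basis: Droplet intensity reduction, % inhibition | Measured by: Fluorescence imaging, 20x objective, two fields per well | Schedule: Overnight treatment with compound plus oleate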
Myeloid diff MLP: promotes myeloid progenitor differentiation; ER-HoxA9 myeloid progenitors, lysozyme-GFP differentiation, flow cytometry; calls only at 10 µM; hit rate 1% among 360,000;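 active = normalized GFP-positive differentiation at or above the plate's own cutoff, the solvent-only control mean plus 3 SD; inconclusive = no clear call, values can overlap the other calls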;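 also: cells exposed to compound for four days before flow analysis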
bCat nuc transl: beta-catenin nuclear translocation modulation; nuclear translocation activity, % at 5 µM; hit rate 0.3% among 190,000; HeLa beta-catenin nuclear translocation, immunofluorescence imaging;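 active = nuclear translocation activity above 50% at 5 µM, with a well cell count of 50 or more; inconclusive = wells under 50 cells across six images, flagged as toxic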;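 also: per-cell ratio of nuclear to cytoplasmic median beta-catenin stain intensity; plate controls were DMSO negative control for no effect and GSK-3 inhibitor IX positive control for full effect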
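Test system: human HeLa cells, endogenous beta-catenin. Times: 24 h compound exposure, 37°C. Measured by: beta-catenin immunofluorescence imaging with DAPI.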
WT yeast gro inh: growth inhibition of WT yeast, mitochondrial fusion screen. mitochondrial fusion phenotypic screen, WT strain. inhibition, % at 10 µM. hit rate 2.1% among 190,000; in the data active = inhibition above about 58%; tested in S. cerevisiae
Ins promoter up: MIN6 insulin promoter up-regulation; MIN6 insulin promoter-GFP reporter, high-content imaging; stronger effect = higher value; z-score at 5 µM; hit rate 0.3% among 190,000;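 active = z-score above 3 at 5 µM with at least 500 cells counted in the well; inconclusive = wells under 500 cells, flagged as cytotoxic or low count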
T cell HTS: T cell immune modulators affecting CD8 T cell-vesicle binding. 2C CD8+ T cell-vesicle binding, flow cytometry; stronger effect = lower value. calls only at 7 µM. hit rate 0.068% among 330,000. AID 2052;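 active = response, share of CD8 T cells binding vesicles, and their 90th percentile fluorescence all below set limits, cut at about 80% in these data, passing the limit was not always enough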
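Benchmarks: naked versus QL9-loaded vesicles / Assay system: purified 2C TCR transgenic mouse naive CD8+ T cells / Technique: high-throughput flow cytometry with anti-B7-1 and anti-CD8 staining / Timing: Cell–vesicle co-incubation 1.5 h at 37 °C, staining 20 min on ice / Read-out: percent CD8+ FL2 mean versus row control / Probe or stimulus: QL9-loaded Drosophila micro-vesicles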
West Nile antiviral: inhibition of WNV-induced cytopathic effect – cell-based, CPE readout (AID 1621); West Nile virus-infected cells, CPE inhibition; higher % means a stronger effect; CPE inhibition, % at 10 µM, or IC50 in µM where a hit was titrated; hit rate 0.02% among 290,000; in the data active = a potency from the dose series; inconclusive = CPE inhibition mostly from about 3.7% at the one dose, without a potency; inactive = the rest, 99 in 100 with CPE inhibition below about 2.2%; also: strong numbers were not always called active
WT yeast gro inh mutant strain: also measured in WT yeast gro inh; calls as there; inhibition, %; mitochondrial fusion phenotypic screen, mutant strain inhibition
Ins promoter up cell count: also measured in Ins promoter up; calls as there; cell count; measured here: cytotoxicity, nuclei count;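 total cells summed across four imaged fields per well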
Lipid droplet cells 6.5 µM: recorded beside Lipid droplet, whose call it bears; cell count; measured here: cell count, cytotoxicity flag;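 cells counted across two imaged fields per well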
bCat nuc transl cell count 5 µM: also measured in bCat nuc transl; calls as there; cell count; measured here: cell count, cytotoxicity flag
T cell HTS vesicle-bound %: also measured in T cell HTS; calls as there; double positive events, %; measured here: CD8+ vesicle-bound cell fraction;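 binding gate set so that unloaded-vesicle control wells show 10% double positive cells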
MT stabilizer Hoechst-high %: recorded beside MT stabilizer, whose call it bears; % Hoechst-high responders; measured here: nuclear condensation Hoechst responders;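 share of cells brighter than vehicle mean plus two SD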
MT stabilizer cytotoxicity %: recorded beside MT stabilizer, whose call it bears; toxicity, %; measured here: cytotoxicity by cell density;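 0% = mean cell density of plate MIN control wells and 100% = no cells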
Autophagy mod cell loss 18 h: recorded beside Autophagy mod, whose call it bears; toxicity, %; measured here: cell loss, nuclei count;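 cell loss after 18 h compound exposure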
Myeloid diff MLP GFP+ MAC1+ %: further read-out of Myeloid diff MLP, marked with its call; GFP+ MAC1+ double positive, %; measured here: differentiation confirmed by MAC1 staining
Starred values were filed as active, the others as inactive; i = inactive; ? = inconclusive; . = not tested or not shown.

SMILES	Autophagy mod	Autophagy mod cell loss 18 h	MT stabilizer	MT stabilizer Hoechst-high %	MT stabilizer cytotoxicity %	Lipid droplet	Lipid droplet cells 6.5 µM	Myeloid diff MLP	Myeloid diff MLP GFP+ MAC1+ %	bCat nuc transl	bCat nuc transl cell count 5 µM	WT yeast gro inh	WT yeast gro inh mutant strain	Ins promoter up	Ins promoter up cell count	T cell HTS	T cell HTS vesicle-bound %	West Nile antiviral
CCOc1ccccc1/C=N/Nc1ccccc1[N+](=O)[O-]	i	8	0.9	1.5	7.6	.	.	i	1.6	-1.2	1464	-13	-7	0.39	1474	i	58	0.1%
O=C1COc2ccc(-c3csc(=Nc4ccc(OC(F)F)cc4)n3CC3CCCO3)cc2N1 (stereo not drawn)	i	2	1.8	1.3	8.2	.	.	i	2.3	-1.2	1373	54	25	0.2	1532	i	46	-0.1%
O=c1cc(CO)oc(CN2CCC(Cc3ccccc3)CC2)c1O	.	.	2.8	2.4	2.7	.	.	i	0.8	0.5	1421	34	-14	0.35	1338	i	16	0.1%
Cc1cc(OCc2cc(C(=O)N3CCN(C)C(=O)[C@@H]3C)no2)cc(C)c1Cl	.	.	.	.	.	3	709	i	0.6	.	.	.	.	.	.	i	62	0.3%
COc1ccc(N2C(=O)CC(SCC(=O)O)C2=O)cc1 (stereo not drawn)	i	-2	3.1	2.5	6.2	15	717	i	1.0	-1.2	1058	2	2	0.32	1288	i	49	0.0%
CC(C)(C)Nc1nc(-c2ccccn2)nc2ccccc12	.	.	.	.	.	-27	654	i	0.5	.	.	.	.	.	.	i	26	?
COc1ccc([N+](=O)[O-])c2c(=O)ccoc12	i	-9	2.4	2.2	2.4	21	664	i	0.2	.	.	-15	-12	-0.15	1446	i	14	-0.6%
CCOC(=O)c1c(NC(=O)C2CCCCC2C(=O)O)sc2c1CCCCC2 (stereo not drawn)	i	-26	1.7	1.8	5.1	-4	673	i	0.1	-3.4	1043	1	0	0.23	1507	i	3	1.1%
N#Cc1cnn2c3c(cnc12)C(=O)N1CCc2ccccc2C1C3 (stereo not drawn)	i	-10	2.0	2.8	4.1	-14	660	i	0.2	0.8	1130	-8	-21	-0.48	1141	i	57	-0.1%
CC(NC(=O)c1cccc(Cl)c1)C1CC2CCC1C2 (stereo not drawn)	.	.	.	.	.	3	786	i	1.4	.	.	.	.	.	.	i	32	0.4%
CC12CCC(C(=O)Nc3nc4ccc(Br)cc4s3)(OC1=O)C2(C)C (stereo not drawn)	i	29	3.8	1.9	2.3	-1	661	i	0.1	1.7	918	66*	61*	0.38	1547	i	52	-0.9%
O=C(CSc1nnc(CNC(=O)C23CC4CC(CC(C4)C2)C3)n1-c1ccccc1)Nc1ccccc1	i	4	5.4	3.4	6.6	26	610	i	0.8	0.5	1076	3	8	-1.1	1085	i	38	-0.8%
O=C(COC(=O)/C=C/c1ccc2c(c1)OCO2)NC1CCS(=O)(=O)C1 (stereo not drawn)	.	.	.	.	.	2	680	i	0.4	0.2	1409	.	.	-0.06	933	i	15	0.4%
CSCCC(NC(=O)c1ccccc1)C(=O)NCc1ccco1 (stereo not drawn)	i	-3	3.4	1.5	4.8	12	741	i	4.2	.	.	-8	-4	.	.	i	3	-0.3%
Cc1ccc(-c2nc(-c3cccnc3)sc2CC(=O)Nc2ccc(C)c(Cl)c2)cc1	i	-36	4.2	2.4	3.0	-2	709	i	1.3	.	.	31	18	0.61	1319	i	8	-1.5%

The list goes on (4 carried over from the part before).
SMILES	Autophagy mod	Autophagy mod cell loss 18 h	MT stabilizer	MT stabilizer Hoechst-high %	MT stabilizer cytotoxicity %	Lipid droplet	Lipid droplet cells 6.5 µM	Myeloid diff MLP	Myeloid diff MLP GFP+ MAC1+ %	bCat nuc transl	bCat nuc transl cell count 5 µM	WT yeast gro inh	WT yeast gro inh mutant strain	Ins promoter up	Ins promoter up cell count	T cell HTS	T cell HTS vesicle-bound %	West Nile antiviral
O=C(CSc1nnc(CNC(=O)C23CC4CC(CC(C4)C2)C3)n1-c1ccccc1)Nc1ccccc1	i	4	5.4	3.4	6.6	26	610	i	0.8	0.5	1076	3	8	-1.1	1085	i	38	-0.8%
O=C(COC(=O)/C=C/c1ccc2c(c1)OCO2)NC1CCS(=O)(=O)C1 (stereo not drawn)	.	.	.	.	.	2	680	i	0.4	0.2	1409	.	.	-0.06	933	i	15	0.4%
CSCCC(NC(=O)c1ccccc1)C(=O)NCc1ccco1 (stereo not drawn)	i	-3	3.4	1.5	4.8	12	741	i	4.2	.	.	-8	-4	.	.	i	3	-0.3%
Cc1ccc(-c2nc(-c3cccnc3)sc2CC(=O)Nc2ccc(C)c(Cl)c2)cc1	i	-36	4.2	2.4	3.0	-2	709	i	1.3	.	.	31	18	0.61	1319	i	8	-1.5%
NC(=O)c1sc2nc3c(c(-c4cccs4)c2c1N)CCCC3	i	-46	1.8	2.0	1.0	5	757	.	.	0.9	457	-6	-6	0.24	1208	.	.	-0.2%
COc1ccc(-n2c(C)csc2=S)cc1	i	-4	4.2	2.9	7.8	17	727	i	0.8	-1.6	1209	5	0	0.21	1157	i	38	0.3%
COc1cc(C=Nc2c(C)cc(C)cc2C)ccc1OC(C)=O	i	9	1.4	1.8	1.0	4	624	i	0.2	.	.	15	19	0.15	1173	i	44	11%
CCC(=O)Nc1ccc(Nc2ccccc2)cc1	i	2	2.4	2.1	19	0	707	i	0.7	0.0	1057	-5	10	0.18	1702	i	44	-0.4%
Cc1ccccc1-c1nc(CS(=O)CC(=O)NCc2ccccc2)c(C)o1 (stereo not drawn)	i	7	4.2	3.9	6.7	.	.	i	1.6	.	.	-4	-3	0.6	830	i	29	0.2%
COc1ccc(C(=O)O/N=C(\N)c2ccccc2Cl)cc1OC	.	.	.	.	.	-6	394	i	0.5	.	.	.	.	.	.	i	46	1.7%
CCN(Cc1ccncc1)C(=O)c1ccco1	.	.	.	.	.	2	827	i	0.3	.	.	.	.	.	.	i	4	0.5%
CC(C)CCN1CCN(Cc2cccn2-c2ccccn2)CC1CCO (stereo not drawn)	i	13	1.3	1.6	5.8	-2	676	i	0.3	-2.1	1202	-13	-3	-1.9	1401	i	50	0.1%
COc1ccc(-c2nc(N)ncc2-c2ccc(OC)c(OC)c2)c(O)c1	.	.	.	.	.	4	776	i	1.0	.	.	.	.	.	.	i	24	1.6%
CCOC(=O)CC(=O)CSc1nc2c(cc1C#N)CCC2	i	0	3.5	1.7	1.7	.	.	i	1.0	-0.5	1397	6	0	0.11	1654	i	41	0.0%
Nc1nnc(-c2cn(-c3ccccc3)nc2-c2ccccc2)o1	i	4	2.8	2.1	2.0	15	659	i	3.8	.	.	-4	-7	-0.1	1279	i	27	-0.6%
Cc1ccc2[nH]c3c(c2c1)CN(C(C)C)CC3	.	.	.	.	.	23	851	i	0.6	.	.	.	.	.	.	i	47	-0.1%
COc1cc(NC(=S)N2CCC(C(N)=O)CC2)c(OC)cc1Cl	i	9	1.1	1.4	4.8	16	650	i	0.2	-4.7	1071	4	2	-1.2	1637	i	55	0.2%
CC1(C)N=C(N)N=C(N)N1c1cccc(C(=O)O)c1	i	33	1.3	1.1	3.4	-2	773	i	1.7	-2.4	1252	.	.	0.18	1047	i	44	0.8%
COc1ccc(N2C(=O)c3ccc(C(=O)Nc4ccccc4OC)cc3C2=O)cc1	.	.	.	.	.	4	868	i	0.2	.	.	.	.	.	.	i	16	0.7%
CCC(C)[C@H](Nc1nc(-c2ccccc2)nc2c1oc1ccccc12)C(=O)O (stereo partly drawn)	i	3	1.5	2.0	6.3	.	.	i	1.0	0.3	1257	-2	-13	-1.3	1763	i	9	0.0%
O=C(O)c1ccc(NC(=O)c2ccccc2NC(=O)c2cccc(Br)c2)cc1	.	.	.	.	.	-17	809	i	1.3	.	.	.	.	.	.	i	52	0.8%
CCOCCn1c(CN(Cc2ccccc2)Cc2ccccc2)nc2c1c(=O)n(C)c(=O)n2C	i	-1	4.2	1.9	6.0	.	.	?	.	.	.	27	13	-0.51	984	i	27	0.1%
CCOc1ccc(-c2nnc(N3CCOCC3)c3ccccc23)cc1	.	.	.	.	.	-8	827	i	0.4	.	.	.	.	.	.	i	49	0.1%
O=c1[nH]ncc(N/N=C\c2cccnc2)c1Cl	.	.	.	.	.	-8	713	i	0.7	-0.6	1260	.	.	0.02	1080	i	47	0.9%
COc1ccc(/C=C(/C(=O)c2ccc(Cl)cc2Cl)n2cncn2)cc1	i	-17	3.2	2.4	0.4	.	.	i	1.3	0.4	1323	39	31	0.3	1389	i	55	-0.6%
O=C1c2ccccc2-c2nnc(-c3ccc(F)cc3)cc21	i	-11	3.7	2.1	4.4	-14	698	i	1.4	1.2	1069	35	39	0.81	1133	i	66	-0.2%
COc1ccc(C(=O)N/C(=C\c2cn(C)c3ccccc23)C(=O)OCCN(C)C)cc1	.	.	.	.	.	0	701	i	0.6	-3.8	1168	.	.	0.19	1345	i	58	-0.1%
COc1ccc(-n2nnc3c(SCc4ccccc4)ncnc32)cc1	i	-1	4.5	2.8	6.0	.	.	i	0.4	-1.6	970	20	5	-1.4	1283	i	54	-0.4%
c1ccc2[nH]c(NC3=NCCC3)nc2c1	i	5	5.0	2.2	6.4	.	.	i	0.3	.	.	8	19	.	.	i	22	-0.1%
CC(=C/c1ccco1)/C=N/NC(=O)CSc1nnc(SCc2ccc(C)cc2)s1	i	33	3.7	2.7	7.4	-1	590	i	0.1	-1.2	972	8	3	0.39	1294	i	48	.
COc1cccc(CNC(=O)c2ccc(COc3ccccc3)cc2)c1	.	.	.	.	.	-17	663	i	2.0	.	.	.	.	.	.	i	62	-0.2%
COc1ccc(NCC(=O)Nc2ccc(C#N)cc2)cc1Cl	i	-4	2.2	1.4	4.0	17	756	i	1.5	.	.	20	24	.	.	i	44	0.4%

High-throughput results from PubChem.
